# NCI-60 one-dose screen, 48 h, at 10 µM unless noted. Numbers give growth in % (100 = growth as untreated, 0 = no growth, -100 = all killed).
# SN12C: SN12C renal cancer cells. 3.8% of 81,000 active. AID 1794767
# UO-31: UO-31 renal cancer | 5.2% of 81,000 active | AID 1794768
# RXF 393: RXF 393 renal cancer cells; 6.9% of 77,000 active
# PC-3: PC-3 prostate cancer cells; 3.9% of 80,000 active
# A498: A498 renal cancer cells. AID 1794774. 5.4% of 76,000 active
# CAKI-1: CAKI-1 renal cancer. 4.7% of 75,000 active
# 786-0: 786-0 renal cancer cells. 5.1% of 81,000 active. AID 1794775
# TK-10: TK-10 renal cancer cells; 3.9% of 81,000 active
# ACHN: ACHN renal cancer; 4.9% of 81,000 active; AID 1794771
# The depositor's hits bear a star; nt = not tested or not shown. How the source made its calls: active means growth percent below 10; inactive means the rest.
(1) Cc1ncc(C(=O)Nc2ccc(CN3CCN(C)CC3)c(C(F)(F)F)c2)cc1C#Cc1c(N)ncc2ccccc12
(2) CCOc1cccc2c(NC(C)CCCN(CC)CC)c(C)cnc12 (configuration not stated)
(3) CC(C)(C)C(=O)/C=C/c1ccc([N+](=O)[O-])cc1
(4) NC(CO)C(=O)NNCc1ccc(O)c(O)c1O (configuration not stated)
(5) CCCCCCCN(CCCCCCC)C(=N)c1ccnc2ccccc12
(6) Cc1ccc(S(=O)(=O)N2CCc3ccc(O)c4c3C2Cc2cc(Cl)ccc2-4)cc1 (configuration not stated)
(7) CN(Cc1ccc(C(F)(F)F)cc1)c1cc(C(=O)Nc2ccccc2)ncn1
(8) COc1ccc(N=Nc2c(N)nn3c(-c4cc5ccccc5oc4=O)ccnc23)cc1
assay / compound,1,2,3,4,5,6,7,8
SN12C,-99*,95,92,102,-42*,92,91,24
UO-31,-99*,73,76,84,-62*,49,70,41
RXF 393,-94*,102,94,113,-76*,71,99,10
PC-3,-77*,86,55,99,-22*,66,86,71
A498,-98*,98,91,98,-17*,48,78,138
CAKI-1,2.2*,103,96,102,3.8*,56,81,54
786-0,-92*,103,97,nt,-94*,88,nt,16
TK-10,-99*,101,91,107,15,69,94,78
ACHN,-100*,109,57,106,-82*,57,106,3.8*

# Copied from the list:
# entry 8 in 786-0 is listed with 16
# entry 4 in UO-31 is listed with 84
# entry 7 in CAKI-1 is listed with 81
# entry 3 in ACHN is listed with 57
# entry 5 in PC-3 is listed with -22*

# Continuation.
(9) CCOC(=O)c1c(NC(=O)c2cccc(C(F)(F)F)c2)sc2c(CN3CCN(C)CC3)c(O)ccc12
(10) c1cc2ccc3cc2cc1CNCCN1CCNCc2ccc4ccc(cc4c2)CNCCN(CCNC3)CCNCc2ccc3ccc(cc3c2)CNCC1
(11) O=C(Nc1ncccn1)c1ccc([N+](=O)[O-])cc1
(12) S=c1[nH]cnc(S)c1Cl
(13) CCCCOc1nc2ccccc2cc1/C=C/c1cc(/C=C/c2cc3ccccc3nc2OCCCC)n(-c2ccccc2)n1
(14) COC(=O)[C@@]1(O)C=Cc2nc3ccccc3c(=O)n21
(15) COC(=O)CCSC1=C(C)C(=O)c2ccccc2C1=O
(16) COc1ccc(C(=O)C(C)C)c2ccccc12
assay / compound,9,10,11,12,13,14,15,16
SN12C,-84*,1.5*,102,109,95,93,92,109
UO-31,-95*,82,89,93,75,63,65,91
RXF 393,35,11,111,109,106,nt,87,109
PC-3,-34*,-0.1*,96,98,93,91,73,93
A498,77,100,111,109,96,105,116,99
CAKI-1,-74*,94,nt,nt,88,82,80,98
786-0,-84*,90,105,103,107,100,103,100
TK-10,-53*,75,117,92,119,133,162,90
ACHN,-99*,91,106,nt,103,91,83,100

# Only RXF 393, for some of the entries so far:
no.	SMILES	RXF 393
15	COC(=O)CCSC1=C(C)C(=O)c2ccccc2C1=O	87
13	CCCCOc1nc2ccccc2cc1/C=C/c1cc(/C=C/c2cc3ccccc3nc2OCCCC)n(-c2ccccc2)n1	106

# Carrying on:
(17) COc1ccc(C(=O)CCN2CCC(C)CC2)cc1
(18) Cc1ccc(OCc2ccc(C(=O)Nc3nccs3)o2)cc1
(19) COc1cc(C2=NNC(c3ccc(Oc4ccc(Br)cc4)cc3)C2)cc(OC)c1OC (configuration not stated)
(20) O=S(=O)(Nc1ccc2ccccc2c1)N1CCCCC1
(21) Clc1ccc(Nc2nc(Nc3ccccc3)nc(Nc3ccc(-c4cc(-c5ccccc5)on4)cc3)n2)cc1
(22) COc1cccc(CNc2ccccc2)c1O
(23) Cc1c(C(=O)/C=C/c2cccc([N+](=O)[O-])c2)nnn1-c1ccc(Br)cc1
(24) CC(=O)c1ccc(Nc2nc(Cl)nc(Oc3c(Cl)cccc3Cl)n2)cc1
assay / compound,17,18,19,20,21,22,23,24
SN12C,102,100,66,82,80,104,92,93
UO-31,97,92,35,25,57,92,79,78
RXF 393,105,110,61,68,73,99,79,101
PC-3,96,103,60,61,45,84,92,73
A498,69,103,64,27,70,90,nt,69
CAKI-1,101,100,84,44,68,110,87,85
786-0,93,99,73,70,85,102,90,100
TK-10,nt,113,55,87,90,105,103,115
ACHN,106,112,77,64,69,109,91,98

# Entries by screen from the list:
# Compounds 17–24 in PC-3, in turn: 96, 103, 60, 61, 45, 84, 92, 73
# Compounds 17–24 in A498, in turn: 69, 103, 64, 27, 70, 90, nt, 69
# Compounds 17–24 in 786-0, in turn: 93, 99, 73, 70, 85, 102, 90, 100

# Next part.
(25) COc1cccc(NC(=S)Nc2ccc(O)cc2)c1
(26) CCOC(=O)c1c(C)nc2c(c(C)c(Cl)n2Cc2ccccc2)c1N
(27) O=C(Nc1nc(-c2ccccc2)cs1)c1cc(O)c(O)c(O)c1
(28) CCC(C)c1ccc(OCC(C)O)cc1 (configuration not stated)
(29) Cn1c(C#N)ccc1-c1cccc(NC(=O)c2ccc(F)cc2)c1
(30) Cc1cc(-n2cccc2)c(C)c2c1[nH]c1ccc(Cl)cc12
(31) CCOC(=O)c1c(SC)nn(-c2cc(=O)[nH]c3ccc(Cl)cc23)c1N
(32) COc1ccc2nc(Cl)c(/C=C/C(=O)c3ccc(NC(=O)CSc4nnc(-c5ccc(Br)cc5)n4-c4ccccc4)cc3)cc2c1
assay / compound,25,26,27,28,29,30,31,32
SN12C,108,95,51,102,90,86,105,93
UO-31,95,74,25,87,70,89,65,76
RXF 393,115,101,nt,101,101,105,nt,91
PC-3,nt,78,59,98,85,101,89,66
A498,110,86,86,91,79,75,112,88
CAKI-1,103,92,26,103,76,79,81,78
786-0,111,100,42,97,80,97,95,92
TK-10,120,78,nt,102,96,116,121,97
ACHN,104,92,40,107,98,95,97,99

(33) C1CC2CC1CC2CNCC1CC2CCC1C2 (configuration not stated)
(34) C[C@@H](Nc1ncnc2ccc(-c3cnc(N)nc3)cc12)c1ccc(F)cc1
(35) Nc1ccc(-c2nc3cc(Oc4ccc(Oc5ccc6[nH]c(-c7ccc(N)cc7)nc6c5)cc4)ccc3[nH]2)cc1
(36) O=C1CSC(=S)N1/N=C/c1c[nH]c2ccc(Br)cc12
(37) Cc1cnc(/C=N\NC(N)=S)c2cccc(N)c12
(38) N#Cc1c(N)nc2c(nnn2-c2cccc(Br)c2)c1N
(39) FC(F)(F)c1nn(-c2ccccc2)c2c1-c1cc(Cl)ccc1CO2
(40) CCOC(=O)CC1CSC(N/N=C/c2ccc(F)c(Br)c2)=N1 (configuration not stated)
assay / compound,33,34,35,36,37,38,39,40
SN12C,117,34,90,85,-13*,93,98,114
UO-31,95,35,98,77,1.7*,73,88,83
RXF 393,119,35,107,91,nt,111,98,111
PC-3,91,69,115,86,29,92,102,103
A498,nt,-13*,92,113,12,105,103,96
CAKI-1,99,41,120,100,2.7*,98,93,95
786-0,101,69,92,119,6.8*,105,103,100
TK-10,108,21,112,109,20,119,136,102
ACHN,117,42,101,86,10,99,106,106

(41) OC(CCCN1CCCCC1)(c1ccccc1)c1ccc(C(F)(F)F)cc1 (configuration not stated)
(42) COc1ccc(S(=O)(=O)Nc2c(/C=C\c3cc(OC)c(OC)c(OC)c3)ccc(OC)c2O)cc1
(43) C=C1c2nc3ccccc3n2C=C(c2ccc(OC)cc2)N1Cc1ccc(Cl)cc1
(44) CCc1c(C)c2cc3nc(-c4ccc(C(=O)O)cc4)oc3c(C)c2oc1=O
(45) COC(=O)[C@H](Cc1ccc(O)cc1)NC(=O)[C@H](Cc1ccccc1)NCc1cccc(O)c1
(46) CCOC(=O)c1ccc2c(c1)ncn2-c1ccc(NC(=O)Nc2cccc(C)c2)cc1
(47) Fc1ccc(Nc2ncnc3onc(-c4ccccc4)c23)cc1
(48) O=C(CNC(=O)c1cn(-c2ccccc2)nc1-c1ccccc1)c1ccccc1
assay / compound,41,42,43,44,45,46,47,48
SN12C,97,21,100,108,92,70,95,105
UO-31,64,40,55,80,91,67,73,115
RXF 393,90,33,82,111,93,84,105,97
PC-3,86,30,nt,76,91,67,106,97
A498,97,-20*,100,120,63,nt,57,91
CAKI-1,99,33,114,nt,90,75,90,88
786-0,93,9.6*,83,105,104,79,104,97
TK-10,93,40,156,81,99,123,89,116
ACHN,100,23,97,nt,110,67,84,105

(49) COc1ccc(NC(=O)Cn2cc(CSc3nc4ccccc4o3)nn2)cc1
(50) COc1ccccc1NC(=O)Nc1cc(C(C)C)ccc1C
(51) COc1ccc(CCN2C(=O)/C(=C/c3csc(C#N)n3)SC2=S)cc1OC
(52) CCN(CCO)CCNc1ccc(C)c2sc3cc(Cl)ccc3c(=O)c12
(53) CCOC(=O)c1sc(N/N=C(\C)c2ccc3c(c2)Nc2ccccc2S3)nc1C
(54) CC(=O)N(C(C)=O)N(C(C)=O)C(=O)c1ccccn1
(55) Fc1ccc(/C=C/c2cc(/C=C/c3ccc(F)cc3)n(-c3ccccc3)n2)cc1
(56) CS(=O)(=O)OC(C(O)CO)C(OS(C)(=O)=O)C(O)CO (configuration not stated)
assay / compound,49,50,51,52,53,54,55,56
SN12C,108,98,32,38,51,99,103,89
UO-31,85,87,15,38,29,101,67,88
RXF 393,106,159,-1.0*,5.2*,nt,111,109,121
PC-3,96,95,72,22,22,121,96,81
A498,107,100,80,1.8*,31,93,95,101
CAKI-1,94,nt,25,68,32,93,90,81
786-0,101,92,21,-60*,34,107,84,96
TK-10,110,134,1.3*,nt,37,102,75,101
ACHN,98,101,8.3*,7.8*,17,104,110,88

# Random excerpt: 2 records from the list
(11) O=C(Nc1ncccn1)c1ccc([N+](=O)[O-])cc1
(52) CCN(CCO)CCNc1ccc(C)c2sc3cc(Cl)ccc3c(=O)c12
assay / compound,11,52
SN12C,102,38
UO-31,89,38
RXF 393,111,5.2*
PC-3,96,22
A498,111,1.8*
CAKI-1,nt,68
786-0,105,-60*
TK-10,117,nt
ACHN,106,7.8*

# New compounds follow.
(57) COc1ccc(C2CC(=O)Nc3c(-c4cccc(Cl)c4)nsc32)cc1OC (configuration not stated)
(58) CCN(C(=O)Nc1cccc2ccccc12)c1ccccc1
(59) Nc1n[nH]c2cccc(C#Cc3cccc(NC(=O)c4cccc(Cl)c4)c3)c12
(60) COc1ccccc1C(=O)/C=C/c1ccccc1
(61) COc1ccc(/C=C(\C#N)n2nnc3ccc(Cl)cc32)cc1
(62) CCCN(CC)CCNc1cc(OC)cc2cccnc12
(63) Cc1cc(S(=O)(=O)c2ccc(Cl)cc2)nc(S(=O)(=O)c2ccc(Cl)cc2)c1C#N
(64) C/C(=C(/C)C1CC1CCNC1CN(C(=O)OC(C)(C)C)C1)c1ccccc1 (configuration not stated)
assay / compound,57,58,59,60,61,62,63,64
SN12C,90,103,29,84,52,90,94,106
UO-31,69,73,21,73,50,84,66,95
RXF 393,nt,120,-15*,nt,49,nt,17,116
PC-3,68,86,21,75,64,83,107,105
A498,nt,90,50,99,80,81,110,102
CAKI-1,70,100,19,90,46,94,78,98
786-0,81,106,11,101,40,100,103,104
TK-10,93,108,50,nt,78,110,92,102
ACHN,102,99,18,90,46,59,64,102

(65) COc1cc(-c2nc(N3CCN(c4ccccc4)CC3)c3ccccc3n2)cc(OC)c1OC
(66) OB(Cc1ccccc1)c1ccccc1
(67) CN(C)c1ccc(C(=O)Nc2nc3c(F)c(F)c(F)c(F)c3s2)cc1
(68) Cn1cccc1-c1cc(C(=O)N/N=C\c2cccc(O)c2)[nH]n1
(69) Cc1ccc(S(=O)(=O)N(CC[C@@H]2C[C@H]2c2cc3ccccc3o2)C(=O)NC2CCCCC2)cc1
(70) O=C(O)c1ccc(-c2cccc(Oc3ccc4nnc(Cl)n4n3)c2)cc1
(71) CCOC(=O)c1c2ccc3cn[nH]c3c2c(C)n1C
(72) O=C(Cc1ccccc1)NN=C1CCCC1
assay / compound,65,66,67,68,69,70,71,72
SN12C,108,107,93,95,100,100,94,107
UO-31,95,84,71,76,76,87,78,92
RXF 393,104,111,105,nt,106,112,77,119
PC-3,93,101,96,89,96,104,86,103
A498,95,94,103,107,nt,80,88,102
CAKI-1,92,114,85,89,80,100,79,101
786-0,106,101,86,85,95,98,95,111
TK-10,138,116,137,111,106,95,90,111
ACHN,104,107,102,100,97,100,92,106

(73) CCCCCCCCCCCC(=O)C(CCCCCCCCCC)C(=O)Nc1ccccc1 (configuration not stated)
(74) CC(=O)c1nnc(CCC(=O)c2nc3ncccc3[nH]2)o1
(75) O=C1Nc2ccc(Br)cc2/C1=N\N=C/c1cn(Cc2ccccc2)c2ccccc12
(76) Clc1ccc(C2=C3CCCCC3=NC3=CC=CCN32)cc1
assay / compound,73,74,75,76
SN12C,98,101,84,98
UO-31,86,72,76,91
RXF 393,116,105,58,100
PC-3,93,101,75,77
A498,nt,114,15,104
CAKI-1,97,85,nt,95
786-0,107,102,103,97
TK-10,95,108,82,87
ACHN,100,93,99,101
